Bioassay records: PubChem, several laboratories
GRK2 aptamer HTS – inhibitors of human GRK2 displacing RNA aptamer. inhibition of aptamer binding, % at 10 µM. 330,000 tested, 0.59% active. P25098. AID 488847. bead flow cytometry, FAM-aptamer displacement from GRK2;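 active = inhibition of aptamer binding above 40%, roughly 3 SD of noise, on plates passing a quality check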;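 note: median bead fluorescence of bound FAM aptamer so fluorescent compounds give negative values; no value below 0 was filed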
MCL1-BIM inh – inhibitors of human MCL1 binding to BIM-BH3 peptide | GST-MCL1 / FITC-Bim-BH3 fluorescence polarization | 320,000 tested, 0.68% active | Q07820 | inhibition, % at 10.9 µM | AID 2057;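 active = inhibition above the mean inhibition of all tested compounds plus 3 SD, set per campaign, cut at about 40% in these data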;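 note: 0% = DMSO wells and 100% = unlabeled Bim-BH3 peptide control; higher means more loss of mP so more displacement of Bim peptide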
BCLXL inh – inhibitors of human Bcl-xL. Q07817. GST-Bcl-xL / FITC-Bim BH3 peptide fluorescence polarization. inhibition, % at 10.9 µM. 320,000 tested, 0.7% active;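 active = inhibition above the mean of all tested compounds plus 3 SD, cutoff set per campaign, cut at about 30% in these data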;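 note: 0% = DMSO wells and 100% = unlabeled Bim-BH3 peptide competitor; inhibitors lower millipolarization by displacing the labeled peptide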
GLD-1 TGE inh – GLD-1-TGE RNA interaction inhibition (C. elegans); 320,000 tested, 0.44% active; purified GLD-1 + fluorescein TGE RNA, fluorescence polarization; Q17339; AID 2280; inhibition, % at 5.96 µM;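 active = percent inhibition above a per-plate cutoff, the plate mean of test compounds plus 3 SD, cut at about 30% in these data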;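 note: 0% = DMSO wells with GLD-1 and probe and 100% = wells lacking GLD-1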
Target sequence (Q17339 whole entry, looked up): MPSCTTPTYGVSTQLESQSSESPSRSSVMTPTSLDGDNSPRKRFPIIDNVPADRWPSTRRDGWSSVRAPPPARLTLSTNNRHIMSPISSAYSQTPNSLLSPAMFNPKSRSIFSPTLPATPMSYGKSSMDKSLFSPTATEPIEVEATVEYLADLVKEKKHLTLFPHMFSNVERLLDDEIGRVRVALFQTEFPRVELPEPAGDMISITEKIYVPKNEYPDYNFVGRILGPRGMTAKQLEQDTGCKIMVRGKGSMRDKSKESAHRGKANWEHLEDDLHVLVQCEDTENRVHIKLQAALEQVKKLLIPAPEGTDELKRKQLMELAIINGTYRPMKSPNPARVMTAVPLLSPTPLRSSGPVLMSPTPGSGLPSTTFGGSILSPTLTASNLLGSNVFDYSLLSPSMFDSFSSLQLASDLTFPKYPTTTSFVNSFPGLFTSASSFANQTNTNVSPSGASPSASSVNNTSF
AGP1 TOR yeast – yeast TOR pathway AGP1-GFP modulation; 320,000 tested, 0.02% active; GFP response vs DMSO, % at 10 µM; S. cerevisiae AGP1-GFP multiplex flow cytometry, 3 h; GFP as percent of DMSO wells;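 active = GFP response relative to DMSO above a set limit, near screen average plus 3 SD, cut at about 150% in these data; inconclusive = fewer than 70 cells counted for the yeast strain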;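 note: median GFP channel fluorescence of the gated AGP1 strain per well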
VLA-4 inh – inhibition in a human VLA-4 binding assay; P13612; VLA-4 expressing cells, ligand binding flow cytometry; inhibition, % (about 7 µM as worked out from the volumes in the protocol); 330,000 tested, 0.2% active; AID 2557; in the data active = inhibition above about 50%
MEX-5 binding – C. elegans MEX-5 TCR-2 RNA binding activity | Q9XUB2 | MEX-5/FITC-TCR2 RNA binding, fluorescence polarization; stronger effect = lower value | activity score (negative = inhibition of binding), % at 10 µM | 300,000 tested, 0.38% active;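 active = inhibition past about -25% in most replicates, and total fluorescence under double the plate's negative control median, limit read from the data; inconclusive = replicates evenly split on the limit, or fluorescence at least double controls; inactive = too little inhibition in most replicates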;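 note: 0% = DMSO and -100% = 5 µM competing unlabeled TCR2 RNA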
Target sequence (Q9XUB2 whole entry, looked up): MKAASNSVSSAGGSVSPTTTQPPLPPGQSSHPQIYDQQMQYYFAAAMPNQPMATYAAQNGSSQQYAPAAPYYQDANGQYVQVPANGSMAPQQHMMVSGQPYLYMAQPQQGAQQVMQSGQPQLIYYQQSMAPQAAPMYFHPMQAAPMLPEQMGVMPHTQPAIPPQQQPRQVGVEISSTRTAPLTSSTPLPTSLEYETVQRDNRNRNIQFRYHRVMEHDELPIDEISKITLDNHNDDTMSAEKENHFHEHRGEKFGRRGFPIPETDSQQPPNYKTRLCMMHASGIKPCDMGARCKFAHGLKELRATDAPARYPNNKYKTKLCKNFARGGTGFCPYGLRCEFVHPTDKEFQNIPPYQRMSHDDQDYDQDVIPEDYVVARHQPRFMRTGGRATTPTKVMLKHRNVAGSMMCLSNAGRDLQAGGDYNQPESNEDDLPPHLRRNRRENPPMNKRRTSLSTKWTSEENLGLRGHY
Yeast superoxide – yeast age-related superoxide inhibition as caloric restriction mimetic; S. cerevisiae aged cells, superoxide DHE fluorescence; stronger effect = lower value; superoxide response (% of plate mean), % at 10 µM; 330,000 tested, 0.18% active;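 active = superoxide response under a set limit, about three screen SD below normal, cut at about 65% in these data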;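 note: yeast aged for seven days with compound at 30 °C before DHE staining; 100% = average MFI of all compound-treated wells on the plate with controls excluded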
CIT2-GFP yeast – alters CIT2-GFP fluorescence in TOR pathway yeast screen; S. cerevisiae CIT2-GFP strain, flow cytometry, 3 h; 100 means same as DMSO wells; GFP response vs DMSO, % at 10 µM; 320,000 tested, 0.065% active; AID 2029;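 active = GFP response relative to DMSO above a set limit, near the screen mean plus 3 SD, cut at about 150% in these data; inconclusive = Fewer than 70 cells measured for a yeast strain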;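 note: ratio of well median GFP fluorescence to mean of DMSO wells on the plate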
Starred values were filed as active, the others as inactive; ? = inconclusive; . = no result given.

SMILES	GRK2 aptamer HTS	MCL1-BIM inh	BCLXL inh	GLD-1 TGE inh	AGP1 TOR yeast	VLA-4 inh	MEX-5 binding	Yeast superoxide	CIT2-GFP yeast
COC(=O)C1(C(=O)OC)NOC2C(=O)N(c3ccc(Cl)cc3Cl)C(=O)C21 (centres undefined)	0	4	3	1	104	4	0.8	84	106
CCCCS(=O)(=O)NC1=NCN(Cc2ccco2)CN1	5	0	2	3	103	20	-3.2	81	94
CCOC(=O)CN1C(=O)N(CC)C(C)=C(C(=O)OC)[C@@H]1c1ccccc1	0	10	5	1	81	1	0.9	100	65
CN(Cc1ccccc1)C(=O)C1CCCN(Cc2ccc(Cl)cc2)C1 (centres undefined)	0	1	0	0	109	-3	1.7	97	99
CCN(CC)CCOC(=O)c1ccc(NC(=O)CCNC(=O)Cn2ccc3ccccc3c2=O)cc1	0	-6	1	-7	107	8	-1.8	92	94
O=C(Cn1nc([N+](=O)[O-])nc1Br)NC1CCCCC1	1	-2	1	5	105	26	3.0	116	102
Cc1cccc(NC(=O)c2cn(-c3ccccc3)nc2-c2ccccc2)c1	0	3	2	4	99	11	1.1	94	98
CN(C)CCN(C(=O)c1ccc(C(=O)c2ccccc2)cc1)c1nc2cc3c(cc2s1)OCCO3	0	2	5	-5	97	0	0.7	103	91
COc1ccc(C(=O)C2CC2c2ccc3c(c2)OCO3)cc1 (centres undefined)	0	-3	2	2	95	0	1.3	96	78
CC1Cc2ccccc2N1S(=O)(=O)c1cccc(C(=O)N2CCN(c3ncccn3)CC2)c1 (centres undefined)	0	3	4	11	88	-2	-1.9	98	90

Entries of single compounds as entered above. Screens in order: GRK2 aptamer HTS	MCL1-BIM inh	BCLXL inh	GLD-1 TGE inh	AGP1 TOR yeast	VLA-4 inh	MEX-5 binding	Yeast superoxide	CIT2-GFP yeast
`CCCCS(=O)(=O)NC1=NCN(Cc2ccco2)CN1` in the list: 5	0	2	3	103	20	-3.2	81	94
`O=C(Cn1nc([N+](=O)[O-])nc1Br)NC1CCCCC1` in the list: 1	-2	1	5	105	26	3.0	116	102
`CN(Cc1ccccc1)C(=O)C1CCCN(Cc2ccc(Cl)cc2)C1` (centres undefined) in the list: 0	1	0	0	109	-3	1.7	97	99

Going on with the list.
SMILES	GRK2 aptamer HTS	MCL1-BIM inh	BCLXL inh	GLD-1 TGE inh	AGP1 TOR yeast	VLA-4 inh	MEX-5 binding	Yeast superoxide	CIT2-GFP yeast
CCC(C(=O)OCC(=O)Nc1cc(OC)ccc1OC)c1ccccc1 (centres undefined)	0	2	-1	8	83	0	4.0	97	90
Cc1c(C#N)c(O)n(CCO)c(=O)c1N=Nc1ccc(S(N)(=O)=O)cc1	0	4	11	-2	108	-8	-9.3	110	107
COc1cccc(C(=O)CC(C(=O)O)c2ccc(Cl)cc2)c1 (centres undefined)	3	2	-1	-4	96	-18	-1.7	104	114
O=C(CN1C(=O)COc2ccccc2C1=O)c1ccc2c(c1)OCCO2	0	6	5	2	102	11	2.0	101	99
Cc1[nH]nc2c1C(=O)CC(C)(C)C2	0	11	6	6	108	1	-2.2	93	99
C[n+]1ccc(/C=C/c2cccs2)cc1	0	-24	-13	4	99	-2	-1.9	105	96
CCc1ccc(N/C(SCc2ccccc2C)=C(/C#N)C(=O)NCc2ccco2)cc1	1	2	5	2	107	-18	-2.7	90	114
Cc1ccc2ncc(NC(=O)c3ccc(F)cc3)c(=O)n2c1	0	3	1	1	102	5	1.9	98	109
COc1cc(NC(=O)c2c(-c3ccccc3Cl)noc2C)c2ncccc2c1	0	1	3	2	?	20	3.1	89	?
COc1cc(/C=N/NC(=O)Cc2ccccc2)cc(OC)c1OC	2	3	0	-9	96	-5	-0.6	106	92
CC1=CC(C)(C)N(C(=O)CSc2nnc(-c3ccccc3)o2)c2ccc(C)cc21	1	1	0	3	90	-2	2.4	116	88
CCc1nc(SCC(=O)c2cccc([N+](=O)[O-])c2)n[nH]1	1	1	4	-2	110	6	-4.5	99	112
Cc1cc(C)c(C#N)c(Oc2ccc(O)cc2)n1	2	4	3	2	97	26	1.9	94	94
CCOC(=O)CNC(=S)N(Cc1cccs1)C1CCCC1	3	9	6	-1	98	25	1.4	89	104
COCc1cccc(NC(=O)Cc2cccc3ccccc23)c1	2	-8	1	-7	97	17	-0.6	111	105
CCn1c(C)nc2cc(C(=O)N=Nc3c(O)[nH]c4ccccc34)ccc21	0	-5	-6	9	102	25	-1.2	90	95
CCCCn1c(N)c(N(Cc2ccccc2OC)C(=O)COc2ccc(C)cc2)c(=O)[nH]c1=O	2	-3	4	1	112	7	-6.6	113	101
COc1cc2nc(C3CCC3)n(NC(=O)C3CCC3)c(=O)c2cc1OC	4	5	8	-6	102	22	-2.0	108	94
O=C(CNS(=O)(=O)c1ccc(Br)s1)NCc1ccc2c(c1)OCO2	5	-11	-5	2	98	3	-0.1	130	.
O=C(NCc1ccc2c(c1)OCO2)C1CCN(c2nccc(C(F)(F)F)n2)CC1	1	6	7	8	108	22	1.1	93	104
O=C(CN1c2cccc3cccc(c23)S1(=O)=O)NCCc1ccc(F)cc1	0	.	.	0	99	1	.	81	97
Cc1ccc(Cn2cnc3c(cnn3C(C)(C)C)c2=O)cc1	1	4	6	3	97	6	-1.2	88	85
CCN(CC(=O)Nc1ccc2c(c1)OCCO2)C(=O)C1CC(=O)N(c2ccc(OC)cc2OC)C1 (centres undefined)	0	3	-1	0	109	3	-1.4	86	111
COc1cc(NC(=O)Cc2ccccc2OC)cc(OC)c1	0	16	5	5	106	1	0.0	99	108
Cc1ccc(C)n1-c1ccc(C(=O)NN=C2CCCC2)cc1	0	1	-1	0	107	-256	2.2	100	109
CCOc1ccc(CCNC(=O)C2CCN(S(=O)(=O)N3CCCCC3)CC2)cc1OCC	2	0	3	0	91	8	0.3	119	89
CCCOc1ccc(C(=O)Nc2c[nH]c(=O)[nH]c2=O)cc1	1	4	6	-1	96	16	1.4	80	97
COc1ccc(/C=C2/SC(=O)N(CCCCCC(=O)Nc3ccccc3C(=O)O)C2=S)cc1	0	11	9	4	103	-3	-3.4	96	99
CCN(CC)S(=O)(=O)c1ccc(NC(=O)c2ccc(OCC3CCCO3)cc2)cc1 (centres undefined)	0	-5	0	1	97	5	.	95	88
COCCSc1ccccc1C(=O)Nc1nccs1	0	15	6	3	102	11	0.2	104	100
O=C(O)c1ccc(NC(=O)C2(c3ccccc3)CCCC2)cc1	0	2	2	7	103	-8	0.4	104	96
Cc1cnn(-c2cc(N/N=C/c3ccccc3F)ncn2)c1	0	3	5	-4	105	10	2.4	89	103
CCOC(=O)C(NC(C)=O)(Nc1ccc(S(=O)(=O)Nc2onc(C)c2C)cc1)C(F)(F)F (centres undefined)	2	-3	-2	2	102	3	0.6	169	100
CSc1ncc(C(=O)Nc2ccc(C(C)=O)cc2)c(C)n1	0	.	.	.	102	6	-11	95	105
O=[N+]([O-])c1ccc(N2CCN(S(=O)(=O)c3ccccc3[N+](=O)[O-])CC2)cc1NCc1cccnc1	0	4	5	4	95	8	1.5	91	104
CCOc1cc(NC(=S)NCC(C)C)c(OCC)cc1NC(=O)c1cccs1	0	9	8	2	95	-1	-1.3	100	101
Cc1ccc(-c2csc(N3CCN(c4cc5c(cc4Cl)nc(C)n5CCN4CCCCC4)CC3)n2)cc1	0	-2	7	-2	85	3	2.6	89	76
Cc1ccc2nc(-c3ccc(NS(C)(=O)=O)cc3)cc(-c3ccccc3)c2c1	2	-7	-1	4	70	.	-2.9	100	84
CC(=O)Oc1cccc2c1C(=O)c1c(OC(C)=O)cc(C(=O)O)cc1C2=O	2	10	19	52*	84	2	-16	174	81
CCOC(=O)Cc1sc(N)nc1C	4	2	5	5	96	22	-2.4	87	104
CC(C)[C@H](NC(=O)CCn1nnc2ccccc2c1=O)C(=O)O	0	2	2	3	95	-5	1.1	87	.
COCC(C)n1c(C)cc(C(=O)COC(=O)c2oc3ccccc3c2C)c1C (centres undefined)	0	3	4	-1	100	2	0.6	96	96
N#Cc1ccc(C(=O)Nc2nnc(-c3cccs3)o2)cc1	.	9	12	1	102	-19	0.9	136	100
N#C/C(=C\Nc1ccccc1SC(F)(F)F)c1nc(-c2ccc(F)cc2)cs1	2	7	3	4	100	1	-2.1	118	107
CC1C(=O)C(C)C(c2ccc(Cl)cc2)NC1c1ccc(Cl)cc1 (centres undefined)	0	-7	-3	0	106	8	.	93	94
COc1ccc(-c2cc(C(=O)N3CCN(c4ccccc4OC)CC3)no2)cc1OC	1	6	2	2	101	-36	-2.3	81	95
COc1ccc(-c2noc(CN(C(=O)C(C)(C)C)C(C)C)n2)cc1	3	-2	1	-1	103	4	-0.4	118	96
CN1CCc2cc3c(c4c2[C@H]1[C@H](O)c1ccccc1-4)OCO3	.	124*	111*	48*	.	.	-84*	.	.
Cc1cc(C(=O)Cn2nc(C(=O)O)c3ccccc3c2=O)c(C)n1CC(F)(F)F	2	6	2	-4	89	-8	0.5	117	92
COc1ccccc1NS(=O)(=O)c1ccc(C)c(C(=O)NCC2(N(C)C)CCCCC2)c1	2	6	4	1	103	0	.	82	91
Continued.
SMILES	GRK2 aptamer HTS	MCL1-BIM inh	BCLXL inh	GLD-1 TGE inh	AGP1 TOR yeast	VLA-4 inh	MEX-5 binding	Yeast superoxide	CIT2-GFP yeast
CCC(CC)C(=O)c1c[nH]c(C(=O)NCCCn2ccnc2)c1	0	0	-1	4	97	-1	2.9	107	99
Cc1ccsc1C1C=C(c2cccc(Br)c2)Nc2ncnn21 (centres undefined)	6	118*	110*	92*	99	2	-1.6	109	108
COc1ccc(C)cc1NC(=O)NC1CCN(Cc2ccccc2)CC1	0	2	1	6	67	4	-0.5	94	111
O=C(CN1CC(c2ccccc2)CC1=O)N/N=C/c1cc(Br)ccc1O (centres undefined)	2	24	13	4	107	19	0.5	107	112
CCCC[C@@H]1C=C(C(=O)O)[C@H](c2ccc(CC)cc2)N1S(=O)(=O)c1ccc(C)cc1	0	.	.	0	95	-10	.	84	95
CN1CCN(C(=O)c2cc(Cl)ccc2NC(=O)c2ccc(Cl)cc2Cl)CC1	0	8	1	5	98	-4	1.8	100	104
Cc1ccc(CNC(=O)/C=C/c2ccc(Br)o2)cc1	1	-3	1	0	89	-6	-3.8	106	87
CCOc1cc(S(=O)(=O)N2CCN(Cc3ccccc3)CC2)ccc1Br	1	5	4	2	101	0	-1.0	85	97
c1cnc(Oc2ccc(-c3nnco3)cc2)cn1	0	4	9	6	105	-3	-1.7	96	105
CC(=O)Nc1ccc(S(=O)(=O)Nc2nc(C)cc(-n3nc(C)cc3C)n2)cc1	2	11	8	6	81	3	2.1	91	87
CNC(=S)NCc1ccc(OC)cc1	3	-1	1	3	94	0	0.8	95	94
O=C(CN1C(=O)/C(=C/c2ccc(C(F)(F)F)cc2)Sc2ccccc21)NCCCN1CCOCC1	0	2	4	-1	100	9	0.0	102	95
O=[N+]([O-])c1cc(S(=O)(=O)N2CCCCC2)ccc1NCc1cccc(Cl)c1	6	-2	0	1	99	-3	3.8	96	96
O=C(NC(Cc1ccccc1)C(=O)NC(Cc1ccccc1)C(=O)O)c1ccccc1 (centres undefined)	2	5	5	8	100	2	-2.5	106	93
CCN1CCOC(CC(=O)Nc2cccc([N+](=O)[O-])c2)C1=O (centres undefined)	8	9	18	7	106	0	-1.2	93	95
CCCN1CCN(CCNC(=O)Nc2cc(C)ccc2C)CC1	0	-3	6	6	93	2	-1.5	103	100
O[C@@H]([C@H](O)[C@H](O)CBr)[C@H](O)CBr	0	3	7	2	85	4	-3.6	95	78
